RGS4 inhibitor: blocks human RGS4-accelerated GTP hydrolysis | P49798 | Transcreener GDP fluorescence polarization, RGS4-accelerated GTP hydrolysis | Potency, µM (series often up to 114 µM), inactives show at the top dose activity change, negative = inhibition, usual class: inhibitors | 390,000 compounds, 0.039% hits | AID 504845; also: potency is read from the fitted curve at half-maximal effect; % is scaled to controls: 0 for no effect and ±100 for the full control effect; nearly all actives have a fitted effect of over 75% in size; some results filed as inactive show a strong effect at the top dose
Target sequence (P49798 whole entry, looked up): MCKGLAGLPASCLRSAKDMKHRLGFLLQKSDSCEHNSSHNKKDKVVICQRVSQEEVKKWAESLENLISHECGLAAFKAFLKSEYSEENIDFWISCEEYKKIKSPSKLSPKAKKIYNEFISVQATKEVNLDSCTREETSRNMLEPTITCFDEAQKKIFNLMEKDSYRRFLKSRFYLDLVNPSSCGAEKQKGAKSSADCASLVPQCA
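MLSMR compounds (23 nl, pin-transferred) preincubated 10 min at room temperature with a 500nM (2x) first reagent, then RGS4 at 900nM (2x) plus Transcreener GDP mix added; fluorescence polarization (620/688 nm) read before and after 90 min at 30 °C.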
ERG Ets-DNA blk: inhibitors of human ERG Ets domain-DNA interaction | P11308 | fluorescence polarization, His-ERG Ets domain / labelled DNA | Potency, µM (top dose mostly 76.9 µM), inactives show at the top dose FP activity, negative = inhibition, hits mostly inhibitors | 370,000 compounds, 0.028% hits | AID 624246; active = well fitted inhibition curve with a large enough effect in the polarisation, with a control signal flat; inconclusive = small, poorly fitted or top-dose-only effect, or effect the other way, or a change in a side signal; inactive = no such curve, though single readings can be large or run the other way; the % refers to the polarisation;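 also: polarization taken with two DNA probes labelled with fluorescein and Texas red; potency is read from the fitted curve at half-maximal effect; % of control where 0% means no effect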
Target sequence (P11308 whole entry, looked up, the tested form may be a part): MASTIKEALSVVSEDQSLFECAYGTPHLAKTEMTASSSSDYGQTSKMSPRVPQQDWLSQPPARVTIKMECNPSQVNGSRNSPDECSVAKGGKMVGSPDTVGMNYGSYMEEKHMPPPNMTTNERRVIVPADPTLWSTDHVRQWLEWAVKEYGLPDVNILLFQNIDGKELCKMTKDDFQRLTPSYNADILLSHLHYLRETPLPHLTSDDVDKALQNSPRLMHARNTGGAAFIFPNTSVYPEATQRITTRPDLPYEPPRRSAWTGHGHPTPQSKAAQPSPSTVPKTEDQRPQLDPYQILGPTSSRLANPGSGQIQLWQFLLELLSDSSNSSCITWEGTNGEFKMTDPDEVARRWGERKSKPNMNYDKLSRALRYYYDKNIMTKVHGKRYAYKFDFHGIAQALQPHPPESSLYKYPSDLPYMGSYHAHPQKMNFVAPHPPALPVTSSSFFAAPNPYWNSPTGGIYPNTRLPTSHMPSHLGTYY
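His-tagged ERG Ets domain (1 uM in the protein solution; 300mM KCl, 50mM Tris-HCl, 1mM EDTA, 1mM DTT, pH 7.5) received compound, then a probe mix of 5 nM fluorescein-DNA and 100nM Texas-615-DNA. Fluorescence polarization was read for both dyes.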
LDHA block: LDHA (human) enzyme inhibition; purified LDHA, NADH/diaphorase-resazurin fluorescence; active compounds read low; activity change, % (values are at about 110 or 230 µM); 480,000 compounds, 0.15% hits; AID 1347041; in the data active = activity change below about -30%; inconclusive = mostly about -25% to -30%;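 also: plate controls were DMSO wells for no effect and wells without enzyme for full effect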
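Resorufin fluorescence (ex540/em590), read at 0 and 20 min after diaphorase/resazurin addition, reports the NADH left after a 5 min room-temperature reaction of 2 nM human LDH5 with 0.06 mM NADH and 0.2 mM pyruvate.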
Vif-A3F inh: inhibitors of Vif-A3F interaction; Potency, µM (highest dose often 46.1 µM), without a hit: at the highest dose activity, negative = active; HeLa A3F-eYFP + Vif (tagged APOBEC3F with the HIV-1 protein that degrades it), YFP fluorescence increase; 390,000 compounds, 0.2% hits; also: potency is read from the fitted curve at half-maximal effect; % of control where 0% means no effect; nearly all actives have a fitted effect of over 65% in size
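HeLa cells stably expressing A3F-eYFP plus Vif, plated and incubated overnight at 37 deg C, then exposed to compounds overnight at 37 deg C. Blocked degradation read as raised yellow fluorescence (Ex 488/Em 500-530).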
Glioma ERSR ind: inducers of ER stress response in human glioma cells; U87-MG GRP78 promoter luciferase reporter, 16 h; Potency, µM, for the others: top-dose activation, hits mostly activators; 420,000 compounds, 0.02% hits; also: potency is read from the fitted curve at half-maximal effect; series mostly up to about 76 µM; % of control where 0% means no effect; nearly all actives have a fitted effect of over 35% in size
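ERSR induction read as luciferase luminescence (Bright-Glo, 10 min at room temperature) in stably transfected human U87-MG glioma cells exposed to compounds for 16 h, using GRP78 as sensor.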
D2 antagonist: D2 dopamine receptor (human) antagonism; P14416; inhibition, % at 10 µM; 340,000 compounds, 2% hits; HEK293 TREx D2 cells, calcium flux, dopamine EC80; in the data active = inhibition above about 30%; also: 0% is about no effect
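Calcium flux kinetic readout in an inducible HEK293 TREx D2 line plated overnight at 30 C. After 180 s compound exposure, an EC80 dopamine challenge follows with another 180 s kinetic read to detect antagonism.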
D2 agonist: D2 dopamine receptor (human) agonism. P14416. 340,000 compounds, 0.53% hits. HEK293 T-REx D2 cells, calcium flux agonist mode. activation, % at 2 µM;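 active = activation over 3 SD above normal in the single-dose calcium agonist read, cut at about 30% in these data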; also: 0% is about no effect
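In this primary screen, compounds producing a positive calcium signal within 180 s of addition to tetracycline-induced, force-coupled HEK293 Trex D2 cells are flagged; cells are dye-loaded with a no-wash calcium kit beforehand.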
Vif-APOBEC3G blk: inhibitors of Vif-APOBEC3G interaction; 410,000 compounds, 0.076% hits; Q9HC16; AID 602310; Potency, µM (titrated, usually from 46.1 µM), inactives show at the top dose activity, negative = active, hits mostly inhibitors; HeLa A3G-eYFP + Vif (tagged APOBEC3G with the HIV-1 protein that degrades it), YFP fluorescence, overnight;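 also: potency is read from the fitted curve at half-maximal effect; % is scaled to controls: 0 for no effect and ±100 for the full control effect; nearly all actives have a fitted effect of over 60% in size; hits raise eYFP signal because A3G escapes Vif-driven loss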
Target sequence (Q9HC16 whole entry, looked up): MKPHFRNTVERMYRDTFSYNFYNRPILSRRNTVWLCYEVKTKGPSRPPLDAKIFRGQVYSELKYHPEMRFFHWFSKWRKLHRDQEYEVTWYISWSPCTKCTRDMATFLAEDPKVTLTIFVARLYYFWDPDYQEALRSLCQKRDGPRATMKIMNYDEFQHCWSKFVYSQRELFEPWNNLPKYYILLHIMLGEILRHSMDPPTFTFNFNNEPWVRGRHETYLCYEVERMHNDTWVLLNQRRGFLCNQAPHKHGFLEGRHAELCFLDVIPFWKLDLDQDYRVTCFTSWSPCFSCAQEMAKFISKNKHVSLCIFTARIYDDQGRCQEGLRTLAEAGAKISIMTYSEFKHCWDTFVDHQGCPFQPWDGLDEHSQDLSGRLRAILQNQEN
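HeLa cells stably expressing Vif and C-terminally eYFP-tagged A3G, seeded overnight at 37 deg C, then exposed to compound by pintool overnight at 37 deg C. Rise in yellow fluorescence (Ex 488/Em 500-530, Acumen) marks blocked Vif-driven A3G degradation.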
12-LOX inh: inhibitors of human 12S-lipoxygenase ALOX12; P18054; purified 12hLO, xylenol orange hydroperoxide absorbance; Potency, µM (doses to about 108 µM), for inactives: top-dose activity change, negative = inhibition, actives largely listed as inhibitors; 580,000 compounds, 1.1% hits; AID 1671190; also: potency is read from the fitted curve at half-maximal effect; % is scaled to controls: 0 for no effect and ±100 for the full control effect
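Purified human 12hLO (150 nM final) in 25 mM Hepes, 0.01% Triton X-100, pH 7.0 was preincubated 15 min at room temperature with compound. Then 40 uM arachidonic acid was added, 30 min. Hydroperoxide was read by Fe-XO absorbance ratio 573/405 nm.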
The depositor's hits bear a star; i = inactive; ? = inconclusive; . = no result given; & = joins results of further samples; [ ] = dose if it differs, or a comment. Unless noted, calls follow the shape of the dose curve; as a rule, active = well fitted curve in the direction sought with a large enough effect; inconclusive = small, poorly fitted or top-dose-only effect, or another doubt; inactive = no such curve, though single readings can be large; an effect the other way counts as inactive or inconclusive. Some of the compounds tested; the hit share may differ from the screen's.

SMILES	RGS4 inhibitor	ERG Ets-DNA blk	LDHA block	Vif-A3F inh	Glioma ERSR ind	D2 antagonist	D2 agonist	Vif-APOBEC3G blk	12-LOX inh
CSc1ccc(C2C(C#N)=C(N)Oc3c2ccc(=O)c2c(C)oc(C)c32)cc1 (stereo not given)	?	?	9	0%	-8%	-6	1.2	6%	?
CC(C)(C)c1ccc(-c2nc(SCC(=O)Nc3ccc(Cl)cc3)[nH]c(=O)c2C#N)cc1	?	-1%	-31*	-6%	8%	.	1.4	-1%	?
Cn1c(SCC(=O)c2ccc3c(c2)NC(=O)CO3)nc2ccccc21	-45%	-1%	-7	-12%	-2%	-13	2.2	-5%	0%
Cc1ccc(N2C(=O)CC(NNC(=O)Cc3ccc(F)cc3)C2=O)cc1Cl (stereo not given)	25%	-3%	-8	2%	-3%	-20	-2.1	-1%	3%
O=C(CSc1ncnc2c1oc1ccccc12)N1CCCc2ccccc21	36%	4%	0	-9%	-2%	-1	-0.4	2%	?
Cc1cc(C)cc(OCC(=O)N/N=C/c2ccncc2)c1	-2%	6%	0	-1%	-3%	-8	-1.2	-5%	12%
CC(=O)Nc1sc(NC(=O)c2ccc([N+](=O)[O-])cc2)nc1-c1cccs1	-15%	3%	-16	5%	-3%	11	0.5	-1%	51%[activator]
Cc1nc(-c2ccc3c(c2)OCCCO3)cs1	-15%	10%	-3	8%	-5%	-22	1.0	0%	124%[activator]
CCC(CO)NCc1ccc(Br)cc1 (stereo not given)	-4%	0%	-1	2%	-5%	14	-1.7	0%	-4%
COc1ccc(-c2cnc3nc(/N=C/N(C)C)nn3c2/N=C/N(C)C)cc1	?	0%	-11	11%	-4%	8	1.7	0%	0%
Cc1cccc(OCCC(=O)NCC(=O)Nc2cccc(C)c2C)c1	25%	-1%	-4	-5%	-5%	-3	-0.5	-1%	25%
COCCNC(=O)/C(C#N)=C/c1ccc2c(c1)OCO2	-16%	25%	-3	20%	7%	-16	0.9	8%	-23%
O=C(c1ccc(CN2CCc3ccccc3C2)cc1)N1CCc2ccccc2C1	36%	-15%	-1	0%	-4%	15	8.0	4%	0%
CC1CC(C)CN(CCCNC(=O)CN2C(=O)CSc3ccc(S(=O)(=O)N4CCCCC4)cc32)C1 (stereo not given)	5%	-1%	-1	2%	0%	52*	0.3	1%	-2%
CC(=O)Nc1sc(C)c(C)c1C(=O)OCC(=O)Nc1ccc(S(N)(=O)=O)cc1	12%	7%	-13	4%	-3%	.	.	0%	?
O=[N+]([O-])c1cc2c(c(CSc3ncccn3)c1)OCOC2	23%	-8%	-10	7%	7%	27	1.7	-8%	-10%
C/C(=N\NC(=O)CNc1ccccc1Cl)C(C)(C)C	-7%	1%	4	-7%	-1%	12	0.3	0%	34%[activator]
Cc1cccc(NC(=O)CN2C(=O)CCc3ccccc32)c1C	26%	-4%	-17	-10%	-3%	.	0.2	-2%	-12%
O=C(Cn1ccc2cc(S(=O)(=O)N3CCCC3)ccc21)NCc1ccccc1	7%	2%	0	5%	0%	0	0.8	1%	-7%
COc1ccc(S(=O)(=O)N2CCCCCC2)cc1Br	4%	-1%	-2	7%	-5%	4	-1.5	-5%	-17%
Cc1ccc2cc(CCNC(=O)c3ccc(S(=O)(=O)N4CCOCC4)cc3)c(=O)[nH]c2c1	-23%	18%	-1	-15%	-2%	-19	0.7	-1%	2%
CCOc1ccc(NC(=O)c2cc(F)c(F)cc2Cl)cc1OCC	-6%	1%	-5	6%	-2%	18	-0.3	-3%	13%
CCN1CCN(C(c2ccccc2)c2sc3nc(C)nn3c2O)CC1 (stereo not given)	-16%	-5%	-5	-2%	-3%	27	-0.2	6%	22%
Cc1nn(CCO)c2c1C(=O)CCC2	18%	-10%	2	-2%	-7%	20	0.4	0%	-4%
Cc1ccc(S(=O)(=O)N(CC(=O)Nc2ccc3c(c2)OCO3)c2cc(Cl)cc(Cl)c2)cc1	-16%	4%	3	-18%	-2%	.	.	4%	-14%
(further entries)
SMILES	RGS4 inhibitor	ERG Ets-DNA blk	LDHA block	Vif-A3F inh	Glioma ERSR ind	D2 antagonist	D2 agonist	Vif-APOBEC3G blk	12-LOX inh
O=C1CCCC2=C1C(c1ccccc1)C1C(=O)c3ccccc3C1=N2 (stereo not given)	-41%	-5%	-2	2%	-5%	18	0.5	-1%	-18%
CCOC(=O)C1(CCCc2ccccc2)CCN(C(=O)CN2C(=O)CSC2=O)CC1	17%	-12%	0	4%	-3%	-18	1.2	0%	13%
Oc1cccc(C(=S)N2CCC(Cc3ccccc3)CC2)c1	?	-7%	-3	-1%	-1%	4	-0.1	0%	49%
O=C(Cn1ncc2c(=O)oc3ccccc3c21)N1CCN(c2ccc(Cl)cc2)CC1	14%	3%	-5	-7%	-2%	.	0.5	4%	-8%
COc1ccc(Cl)cc1S(=O)(=O)n1ccnc1	-14%	-5%	-7	-4%	-1%	-10	-0.3	0%	?
O=[N+]([O-])c1ccc(CSc2nnc(-c3cccnc3)o2)cc1	-15%	2%	2	0%	-1%	-22	-0.3	0%	0%
O=c1c(Cl)c(N/N=C/c2ccc(Cl)cc2)cnn1-c1ccccc1	?	-14%	2	?	1%	13	1.7	?	?
Cc1ccccc1C(=O)NNC(=O)C1CCCN(c2ncccn2)C1 (stereo not given)	-2%	.	1	2%	-1%	.	.	1%	19%
Cc1ccc2c(cnn2C(=O)CCCC(=O)NCc2ccc(Cl)cc2)c1	15%	10%	-1	-16%	-2%	9	0.4	-14%	7%
O=C(O)c1cccc2c1C(=O)N(c1ccccc1)C2	-4%[56.9 µM]	0%	0&-1	0%	0%	-12	0.4	-4%	0%
CCOC(=O)Cn1c(=O)n(C2CCCCC2)c2nc(-c3c(F)cccc3Cl)nc(C(N)=O)c21	1%	-2%	-1	3%	-1%	.	1.5	-4%	-21%
COC(=O)c1[nH]c2ccc(Cl)cc2c1NC(=O)CN1CCC(C(N)=O)CC1	-14%	2%	-1	.	0%	.	.	-1%	168%[activator]
Cn1c(SCc2ccccn2)nnc1-c1cnccn1	-8%	-9%	1	5%	-1%	4	0.5	-5%	-8%
C=CCN(c1ccccc1OC)S(=O)(=O)c1cccc(C(=O)NCc2cccs2)c1	-7%	9%	0	1%	-2%	27	1.0	-3%	-30%
CN1CCN(CCCCC(=O)c2ccccc2)CC1	-29%	-3%	-1	5%	-3%	5	1.1	-3%	-22%
C#CCOc1ccc2ccccc2c1/C=C(/C#N)c1ccc(C(=O)O)cc1	8%	19%	-7	1%	2%	-19	0.1	-21%	?
c1ccc(CSc2nnc(Cc3ccccn3)o2)cc1	38%	-3%	-2	.	1%	4	-0.7	0%	0%
C/C(=N\NC(=O)c1ccc(NS(=O)(=O)c2cccs2)cc1)c1ccccc1	16%	-3%	1	-12%	2%	1	1.1	-4%	16%
CCOc1ccc(CNC(=O)CCn2c(=O)oc3ccccc32)cc1	32%	-10%	4	-10%	-2%	2	-1.0	-7%	-15%
Cc1ccc(C2=NN(CC(=O)NCCc3ccc(Cl)cc3)C(=O)CC2)cc1	-5%	2%	6	9%	2%	.	-1.8	4%	-29%
Cc1ccccc1NC(=S)Nc1ccccc1	3%	-10%	-2	0%	-2%	-4	-0.6	-4%	0%
CCCCN(C(=O)C1=COCCO1)c1c(N)n(CCC)c(=O)[nH]c1=O	-5%	-4%	1	3%	1%	-11	-0.1	1%	11%
O=C(NCCCN1CCOCC1)c1cc2c(s1)-c1ccccc1OC2	14%	11%	-5	5%	6%	-37	0.5	0%	-14%
Cc1ccc(S(=O)(=O)CC(=O)Nc2ccc(Cl)cn2)cc1	6%	-1%	-3	-19%	-3%	-15	0.0	1%	-8%
Nc1nnnn1-c1cccc([N+](=O)[O-])c1	6%	-25%	2	8%	-1%	.	.	3%	-4%
(next part)
SMILES	RGS4 inhibitor	ERG Ets-DNA blk	LDHA block	Vif-A3F inh	Glioma ERSR ind	D2 antagonist	D2 agonist	Vif-APOBEC3G blk	12-LOX inh
Cn1c(=O)c(=O)n(C)c2cc(NC(=O)c3cccc(F)c3)c(Cl)cc21	22%	2%	-9	-8%	-6%	.	.	4%	?
COc1ccc(S(=O)(=O)NCCN2CCOCC2)cc1Br	-20%	1%	-1	-1%	0%	0	1.5	-4%	-1%
COc1cc(C(CC(=O)NCc2ccccc2)N2Cc3ccccc3C2=O)cc(OC)c1OC (stereo not given)	-27%	-5%	3	-2%	-4%	.	2.7	-2%	?
CCNc1oc(/C=C/c2ccc(OCC)cc2)nc1C#N	16%	-1%	-9	1%	-1%	.	.	?	7%
CC(C(=O)N1CCCC1)N1CCN(c2ccccc2O)CC1 (stereo not given)	?	-6%	4	9%	-4%	-10	0.8	4%	i
O=C(Nc1ccc(O)c(-c2nc3ccccc3o2)c1)C1(c2ccc(Cl)cc2)CCCC1	-19%	-13%	-7	0%	-4%	-9	-1.7	-1%	-9%
CCOc1cccc(C2c3[nH]c4ccccc4c3CCN2C(=O)CCc2ccccc2)c1 (stereo not given)	7%	-1%	-1	-4%	-3%	.	0.7	-8%	-2%
COc1ccccc1NCC(=O)NNC(C)C(=O)Nc1cccc(Cl)c1 (stereo not given)	5%	-20%	-7	0%	-1%	-29	-0.1	1%	12%
O=C(O)c1ccc(NC2=Nc3cccc4cccc2c34)cc1	22%[11.4 µM]	11%	2	-6%	0%	14	0.0	1%	?
